# High-throughput results (PubChem)
# ERp5 block: blocks human ERp5 reductase activity on insulin; Q15084; ERp5 insulin aggregation, absorbance 650 nm, 90 min; inhibition, % at 9.99 µM; hit rate 0.05% among 350,000; AID 651711;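 active = mean replicate inhibition above about 25%, with every replicate also reaching it, limit read from the data, passing the limit was not always enough; inconclusive = only one of those two criteria met; inactive = neither criterion met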
# DENV2 CPE rescue: DENV2-induced cell death inhibition. DENV2-infected cells, cytopathic effect rescue, plate reader. CPE inhibition, % at 9.99 µM. hit rate 1.7% among 350,000; in the data active = CPE inhibition above about 20%, passing the limit was not always enough; inconclusive = no clear call, values can overlap the other calls; tested in BHK-21 cells;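 also: 0% = median of neutral control wells and 100% = median of positive control wells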
# C2C12 statin: suppressors of simvastatin-induced myotoxicity in C2C12 myotubes; AID 602340; ATP luminescence, 48 h; scaled: DMSO 0, geranylgeraniol control 100; rescue of ATP level, % at 7.49 µM; hit rate 0.78% among 330,000;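 active = mean ATP rescue above about 67%, or every replicate alone reaching that limit, limit read from the data, passing the limit was not always enough; inconclusive = no clear call, values can overlap the other calls; inactive = mean under the limit and some replicate under it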;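 also: myotubes were challenged with 10 µM simvastatin during compound exposure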
# PglD DTNB: blocks C. jejuni PglD acetyltransferase activity; hit rate 0.098% among 360,000; inhibition, % at 12.5 µM; purified PglD enzyme, DTNB colorimetric CoA detection; in the data active = inhibition above about 16%, passing the limit was not always enough; inconclusive = no clear call, values can overlap the other calls; also: strong numbers were not always called active
# E-sel inducer: E-selectin induction on HUVECs; activation, % at 7.58 µM; hit rate 0.37% among 260,000; P16581; HUVEC E-selectin immunofluorescence imaging; normalized: neutral wells 0, TNF-alpha wells 100;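 active = mean E-selectin-positive cell signal at least 10% of the positive control, reached in at least 60% of replicates, without over 20% cell loss; inconclusive = no rule given, readout overlaps actives, possibly toxicity-flagged; inactive = the rest, including those meeting only one limit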;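 also: in these data hits start at about 27%; measured in HUVEC primary endothelial cells; signal is the percent of cells scored E-selectin positive by PE staining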
# Target sequence (P16581 whole entry, looked up): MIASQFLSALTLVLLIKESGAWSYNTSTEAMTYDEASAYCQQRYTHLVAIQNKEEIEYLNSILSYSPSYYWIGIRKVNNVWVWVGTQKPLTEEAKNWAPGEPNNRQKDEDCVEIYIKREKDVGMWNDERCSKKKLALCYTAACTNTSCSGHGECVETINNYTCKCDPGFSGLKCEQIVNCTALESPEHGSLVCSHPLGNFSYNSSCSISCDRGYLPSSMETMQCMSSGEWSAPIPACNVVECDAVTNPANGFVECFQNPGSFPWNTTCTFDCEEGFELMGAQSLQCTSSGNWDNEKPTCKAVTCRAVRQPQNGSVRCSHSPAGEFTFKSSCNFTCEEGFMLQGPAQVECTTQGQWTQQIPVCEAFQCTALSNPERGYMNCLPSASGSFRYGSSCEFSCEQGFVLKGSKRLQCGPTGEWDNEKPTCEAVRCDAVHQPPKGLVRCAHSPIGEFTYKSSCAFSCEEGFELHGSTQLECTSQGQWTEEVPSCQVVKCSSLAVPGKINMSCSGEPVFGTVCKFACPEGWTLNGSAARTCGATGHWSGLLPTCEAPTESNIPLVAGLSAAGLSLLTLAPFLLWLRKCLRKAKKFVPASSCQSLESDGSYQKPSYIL
#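 Assay system: HUVEC primary endothelial cells. Input: 3,000 HUVEC seeded per well. Doses: one compound dose added by pin transfer. Read-out basis: % PE-positive cells. Benchmarks: TNF-alpha high, DMSO low. Detection: immunofluorescence imaging. Buffer or medium: EGM-2, gelatin.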
# S100A4 MyoIIA: S100A4-myosin IIA interaction inhibition | S100A4/TAMRA-MyoIIA peptide fluorescence polarization | P26447 | inhibition, % at 10.7 µM | AID 652163 | hit rate 0.14% among 360,000;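 active = mean inhibition of at least 70% across replicates, with every replicate also reaching that level; inconclusive = mean inhibition reaches 70% but some replicates fall short; inactive = mean inhibition below 70%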
# Target sequence (P26447 whole entry, looked up): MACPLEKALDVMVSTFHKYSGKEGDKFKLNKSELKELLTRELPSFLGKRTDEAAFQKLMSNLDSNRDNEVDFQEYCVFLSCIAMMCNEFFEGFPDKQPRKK
#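 incubation = readout 5 min after mixing, signal stable up to 60 min | system = S100A4 monomer protein | buffer or medium = HEPES pH 7.2 with CaCl2, KCl, NaCl, DTT, Triton | benchmarks = neutral control DMSO, positive control TFP | also added = fluorescent myosin IIA peptide, 5 nM | compound dosing = one concentration per compound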
# SIRT5 inh: blocks human SIRT5 desuccinylation of peptide. Purified SirT5, succinyl-peptide AMC, trypsin-coupled fluorescence. AID 652115. hit rate 1.1% among 330,000. inhibition, % at 15 µM; in the data active = inhibition above about 15%; inconclusive = no clear call, values can overlap the other calls
# Target sequence (Q9NXA8 whole entry, looked up): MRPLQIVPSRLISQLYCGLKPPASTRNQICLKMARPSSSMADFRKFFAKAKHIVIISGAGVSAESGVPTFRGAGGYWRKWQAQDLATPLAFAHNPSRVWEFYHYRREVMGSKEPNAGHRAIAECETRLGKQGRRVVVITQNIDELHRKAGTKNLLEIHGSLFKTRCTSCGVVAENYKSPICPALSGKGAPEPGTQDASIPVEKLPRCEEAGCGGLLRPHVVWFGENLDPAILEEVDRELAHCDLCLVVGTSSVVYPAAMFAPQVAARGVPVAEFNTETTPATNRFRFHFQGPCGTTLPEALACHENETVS
# An asterisk follows results filed as active; ? = inconclusive; . = not tested or not shown. Some of the compounds tested; the hit share may differ from the screen's.
mol	PglD DTNB	S100A4 MyoIIA	C2C12 statin	E-sel inducer	DENV2 CPE rescue	ERp5 block	SIRT5 inh
Cc1ccc(C)c(S(=O)(=O)N2CCN(C(=O)Cn3c(=O)cnc4ccccc43)CC2)c1	3	2	5	.	?	-5	-6
C[C@H]1CCCCO[C@H](CN(C)C(=O)C2CCCCC2)[C@@H](C)CN([C@@H](C)CO)C(=O)c2cc(NS(=O)(=O)c3ccc(Cl)cc3)ccc2O1	1	-5	.	0.3	-7	1	11
Cc1ccc(NC(=O)CC2C(=O)OCC3CCCCN32)cc1Cl (centres undefined)	-3	-1	-1	.	2	-1	2
CCOc1ccccc1NC(=O)[C@@H](NC(=O)c1cccc(S(=O)(=O)N2CCOCC2)c1)C(C)C	-1	-3	15	.	1	6	-5
COc1ccc(S(=O)(=O)N[C@H]2CC[C@H](CCNC(=O)Cc3ccccn3)O[C@@H]2CO)cc1	2	-9	7	0.1	-2	2	1
COC(=O)c1ccc(-c2ccc(C(c3c(C)[nH][nH]c3=O)c3c(C)[nH][nH]c3=O)o2)cc1	.	-6	-3	-1.9	8	1	5
C[C@@H]1CN([C@@H](C)CO)C(=O)Cc2cc(NS(C)(=O)=O)ccc2O[C@H]1CN(C)Cc1ccc(C(F)(F)F)cc1	-3	-4	-18	0.2	20*	4	10
COc1ccc(NC(=O)N(C)C[C@H]2OCCCC[C@H](C)Oc3ccc(NS(=O)(=O)c4ccc(C)cc4)cc3C(=O)N([C@H](C)CO)C[C@@H]2C)cc1	-4	-49	.	.	4	0	2
Nc1ccc2nc(-c3cc(Cl)c(N)c(Cl)c3)[nH]c2c1	2	.	28	-1.1	.	.	.
O=C(CSc1nnc(-c2ccccc2O)o1)NC1CCCCC1	4	-2	-7	0.0	-1	-3	.

# Next part; the last 2 above are carried over.
mol	PglD DTNB	S100A4 MyoIIA	C2C12 statin	E-sel inducer	DENV2 CPE rescue	ERp5 block	SIRT5 inh
Nc1ccc2nc(-c3cc(Cl)c(N)c(Cl)c3)[nH]c2c1	2	.	28	-1.1	.	.	.
O=C(CSc1nnc(-c2ccccc2O)o1)NC1CCCCC1	4	-2	-7	0.0	-1	-3	.
O=c1[nH]cnc2c1sc1nc(-c3ccccc3)c3c(c12)CCCC3	.	2	.	.	1	-2	-3
N#Cc1ccc(OCC(=O)OCC(=O)c2ccccc2)cc1	-3	-4	1	-0.7	6	-6	3
O=C(C[C@@H]1CC[C@H]2[C@@H](COC[C@H](O)CN2S(=O)(=O)c2ccccc2)O1)N1CCOCC1	12	4	-2	0.4	2	1	2
CC(=O)Nc1ccc(-c2ccnc3c2CC(C(=O)Nc2ccc(Cl)c(C(F)(F)F)c2)O3)cc1 (centres undefined)	-4	2	-11	-0.1	5	1	-3
O=C(Cc1ccccc1)N1CC[C@@H]2[C@@H](CO)Nc3ccc(C#Cc4cccc(F)c4)cc3[C@@H]21	-1	.	-11	0.1	.	.	.
CC(C)NC(=O)Nc1ccc2c(c1)C(=O)N([C@H](C)CO)C[C@H](C)[C@H](CN(C)Cc1ccncc1)OCCCC[C@@H](C)O2	3	48	.	-0.1	-1	0	2
O=C(CSc1ccc(-c2ccc(Br)cc2)nn1)NCC1CCCO1 (centres undefined)	1	-2	.	-0.1	-1	8	5
CC(C)(C)[S@@](=O)N1Cc2cc(C(=O)NCCN3CCCCC3)nc(-c3cccc(-c4cccc(C#N)c4)c3)c2[C@H]1CCO	0	-34	-1	0.0	0	2	-2
COc1ccc(C2=CSC3=NNC4(CCCCC4)NN23)cc1	.	-4	.	.	-4	5	-3
COc1ccccc1N(CC(=O)NC1CCCCC1)S(=O)(=O)c1cccs1	.	-2	-11	-1.4	-1	4	-1
COc1ccc(NC(=O)Nc2ccc3c(c2)[C@@H]2C[C@@H](CC(=O)O)O[C@H](CO)[C@@H]2O3)cc1	.	-2	.	0.5	11	-1	-3
Fc1ccc(Cn2nnnc2C(c2cccs2)N2CCN(C3CCCCC3)CC2)cc1 (centres undefined)	-3	7	2	1.1	.	-1	-2
Cc1[nH]c2ccccc2c1CCN(Cc1cccs1)C(=S)NC(C)(C)C	2	22	0	-1.5	7	-5	-1
COc1ccc(NC(=O)N(C)C[C@@H]2Oc3ccc(NC(=O)Nc4ccccc4)cc3CC(=O)N([C@H](C)CO)C[C@H]2C)cc1	-1	8	-20	-0.1	11	0	0
CCS(=O)(=O)N1CC2(C1)[C@H](c1ccccc1)[C@@H](CO)N2Cc1ccc(F)cc1	.	-8	.	-0.2	-3	5	-3
Cc1c(C(=O)O)sc2nc(-c3cccs3)cc(C(F)(F)F)c12	3	2	2	.	-8	4	-17
FC(F)(F)c1cc(Cl)c2nnc(-c3ccccn3)n2c1	-1	-2	0	.	-2	1	-4
CN(CC(=O)Nc1ccccc1Br)C(=O)CNC(=O)c1ccc(Oc2ccccc2)cc1	-4	-6	5	.	-7	-2	-1
Cc1ccc(-n2nnnc2SCC(=O)NC(C(=O)O)(c2ccccc2)c2ccccc2)cc1C	.	2	.	.	10	1	.
Cc1cccc(NC(=S)NC2CCSc3ccccc32)c1 (centres undefined)	5	6	2	.	-7	2	-1
O=C(CCCOc1ccc(Cl)cc1Cl)NNC(=O)c1ccc(NC(=O)c2ccccc2)cc1	2	3	.	-1.5	-2	-7	-3
COc1ccc(NC(=O)Nc2ccc3c(c2)C(=O)N([C@H](C)CO)C[C@H](C)[C@H](CN(C)C(=O)Nc2cccc4ccccc24)O3)cc1	-5	-4	15	.	-8	1	11
COc1ccc(/C=N/Nc2ccc([N+](=O)[O-])cc2S(=O)(=O)N2CCN(C)CC2)cc1	-7	5	.	.	15	7	-5
COc1cc(/C=N\NC(C)=O)ccc1OC/C=C/c1ccccc1	-7	3	-5	-0.2	5	2	-1
O=S(=O)(c1ccccc1F)N1CC[C@H]2[C@H](CO)Nc3ccc(-c4cccc(F)c4)cc3[C@H]21	4	-10	-5	-0.9	29*	-2	2
Clc1ccc(CSc2ccc(-c3cccnc3)nn2)cc1	.	-5	6	.	8	-5	-5
C[C@H]1CCCCO[C@H](CN(C)CC2CCCCC2)[C@@H](C)CN([C@@H](C)CO)C(=O)c2cc(NC(=O)NC3CCCCC3)ccc2O1	-2	.	-311	1.1	-9	.	.
O=C(NCCc1ccccc1)c1cccc2c1C(=O)c1ccc(N3CCOCC3)cc1S2(=O)=O	-2	-2	-2	0.2	7	-10	-1
COc1ccc(S(=O)(=O)Nc2ccc3c(c2)C(=O)N([C@@H](C)CO)C[C@H](C)[C@@H](CN(C)Cc2ccc(-c4ccccc4)cc2)O3)cc1	-2	7	.	0.5	4	15	2
COc1ccccc1NC(=O)Nc1nc(C(N)C(C)C)cs1 (centres undefined)	-8	-1	-53	3.8	-2	-1	-2
C[C@@H]1CCCCO[C@@H](CN(C)S(=O)(=O)c2cn(C)cn2)[C@@H](C)CN([C@@H](C)CO)C(=O)c2cc(NC(=O)NC3CCCCC3)ccc2O1	1	-3	.	0.0	7	-3	-1
O=S(=O)(c1ccc(Cl)cc1)N1CCCC(C(F)(F)F)C1 (centres undefined)	-7	-2	3	1.9	4	1	-2
Cc1cc(NC(=O)NC(=O)c2ccccc2NC(=O)C(C)N)ccc1Oc1ncc(Br)cn1 (centres undefined)	.	0	.	.	1	-24	-4
O=C(C[C@H]1C=C[C@H](NC(=O)c2cccc(F)c2)[C@H](CO)O1)NCCN1CCCC1	2	4	-2	0.1	4	5	0
O=C(Nc1cccc(F)c1)N1C[C@@H]2[C@H](c3ccccc31)[C@@H](CO)N2C(=O)Cc1ccccn1	1	3	-18	0.0	-2	0	0
C[C@H](CO)N1C[C@H](C)[C@@H](CN(C)C(=O)Nc2ccccc2)Oc2ncc(C3=CCCCC3)cc2C1=O	2	-3	3	0.5	.	-5	6
C[C@H]1CN([C@@H](C)CO)C(=O)c2cc(NC(=O)Cn3cnnn3)ccc2O[C@@H]1CN(C)S(=O)(=O)c1cccs1	7	-28	24	-0.2	6	5	-2
COCC(=O)N1CCCCN2[C@H](C1)[C@@H](c1ccc(C#Cc3ccc(OC)cc3)cc1)[C@@H]2CO	6	-12	.	0.2	-7	-2	1
C[C@@H]1CN([C@H](C)CO)C(=O)c2cccc(NS(=O)(=O)c3ccccc3)c2O[C@@H]1CN(C)Cc1ccc(C(=O)Nc2ccccc2N)cc1	.	-1	.	2.2	-10	-6	-3
CCC(=O)N1[C@H](CO)[C@H](c2ccccc2)C12CN(C(=O)c1ccc(F)cc1)C2	.	0	.	-0.1	-1	1	-2
CC1CCCCC1NC(=O)C1CCN(c2c3c(nc4ncnn24)CCC3)CC1 (centres undefined)	4	3	1	.	-2	0	0
C[C@H]1CN([C@@H](C)CO)C(=O)c2cc(NC(=O)Nc3ccccc3)ccc2O[C@H]1CN(C)C(=O)Nc1ccc(F)cc1	-3	5	-3	-3.5	4	6	-3
CNC[C@H]1OCCCC[C@@H](C)Oc2ccc(NC(=O)Nc3cccc4ccccc34)cc2C(=O)N([C@H](C)CO)C[C@H]1C	2	-5	-4	0.1	-4	1	-2
CCN(CC)C1CCN(C(=O)c2cc(COc3ccccc3SC)on2)C1 (centres undefined)	4	2	4	.	-4	-2	-5
OC[C@@H]1[C@H](c2ccc(-c3ccc(F)cc3)cc2)[C@H]2CN(Cc3ccccn3)CCCCN12	-1	-13	.	-0.4	33*	0	-8
CC(C)NC(=O)N(C)C[C@H]1OCCCC[C@H](C)Oc2ccc(NS(=O)(=O)c3cccs3)cc2C(=O)N([C@H](C)CO)C[C@@H]1C	2	-38	.	.	-5	-4	-4
CNC[C@@H]1Oc2ncc(-c3ccc(OC)cc3)cc2C(=O)N([C@@H](C)CO)C[C@@H]1C	-2	-3	6	0.8	-3	-1	2
COc1ccc(CN2CCNC(=O)C2CC(=O)NCc2csc(C(C)C)n2)c(OC)c1 (centres undefined)	.	-1	.	0.5	-2	-6	2
O=C(NCCc1ccccc1F)N[C@@H](Cc1ccccc1)C(=O)O	0	0	-10	.	8	-7	-4
COc1cccc(C#Cc2ccc3c(c2)[C@H]2[C@H](CCN2C(C)=O)[C@H](CO)N3)c1	.	-13	.	-0.4	-3	4	-3

# Additional structures.
mol	PglD DTNB	S100A4 MyoIIA	C2C12 statin	E-sel inducer	DENV2 CPE rescue	ERp5 block	SIRT5 inh
O=C(NCC1CCCCC1)[C@@H]1[C@@H](CO)[C@@H]2Cn3c(cccc3=O)[C@H]1N2CCc1ccccc1	3	-6	-38	-0.3	110*	2	3
Cc1noc(C)c1S(=O)(=O)Nc1cccc2c1O[C@@H](CN(C)CC1CCCCC1)[C@@H](C)CN([C@H](C)CO)C2=O	0	-3	-1	0.6	19	-1	-2
COc1ccc(-c2cc(C(=O)N3CCCCCC3)c3ccccc3n2)cc1	.	1	-5	3.3	-9	-7	-19
Cc1cc(=O)[nH]c(SCC(=O)c2ccc3c(c2)NC(=O)CO3)n1	.	1	-2	.	4	3	1
CCOC(=O)C1=C(CC)Nc2ccccc2N=C1NC(=O)CCNC(C)=O	0	0	-3	1.3	3	0	0
N#C[C@H]1[C@H](c2ccccc2C2=CCCCC2)[C@H](CO)N1S(=O)(=O)c1ccccc1	.	-8	.	0.1	10	-1	0
Cc1cc(NC(=O)CSc2nc(-c3ccccc3Cl)nc3c2c(=O)n(C)c(=O)n3C)no1	2	-11	4	.	-1	1	2
O=C(NNC(=O)C(c1ccccc1)c1ccccc1)c1cccs1	-4	-3	.	.	.	-5	-2
O=C(NCC1CCCO1)c1ccccc1NS(=O)(=O)c1cc([N+](=O)[O-])ccc1Cl (centres undefined)	.	-6	.	0.0	?	-6	-3
